# VP16 counter – VP16 counterscreen qHTS for inhibitors of ROR gamma transcriptional activity; Drosophila S2 Gal4-VP16 UAS-luciferase, luminescence, 20 h; Potency, µM (titrated, usually from 53.6 µM), inactives show at the highest dose activity, negative = inhibition, usual class: inhibitors; 3.5% of 310,000 active; AID 2546, 2010;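 further: Gal4-VP16 expression switched on by copper sulfate through the metallothionein promoter; potency means the concentration at half of the fitted maximal effect; on the % scale 0 is the no-effect control and ±100 the full control effect; nearly all actives have a fitted effect of over 50% in size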
# BRCA1 expr act – qHTS Assay to Identify Small Molecule Activators of BRCA1 Expression. MCF7-BRCA1-FFLuc reporter, luminescence, 48 h; response scale: scaled: vehicle 0%, 10 µM genistein 100%. Potency, µM (highest dose often 46.1 µM), for inactives: at the top dose activation, most hits filed as activators. 1.1% of 380,000 active. AID 624202, 2012; further: potency means the concentration at half of the fitted maximal effect; nearly all actives have a fitted effect of over 80% in size; some results filed as inactive show a strong effect at the top dose
#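 MCF7 cells carrying a BRCA1-firefly luciferase reporter (2000 cells/well, phenol-red free MEM) were attached for 2 h at 37 °C, then given compounds for 48 h. Luminescence was read 15 min after luciferase reagent; activity normalized to genistein (10 microM) and DMSO.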
# Menin-MLL TR inh – qHTS Assay for Inhibitors Targeting the Menin-MLL Interaction in MLL Related Leukemias: Competition With Texas Red Labeled MLL-derived Mutant Peptide; O00255; 0.23% of 270,000 active; Menin + Texas Red MLL mutant peptide, fluorescence polarization; AID 1768, 2009; Potency, µM (highest dose often 61.6 µM), for the others: at the highest dose FP activity change, negative = inhibition, most hits filed as inhibitors; active means well fitted inhibition curve with a large enough effect in the polarisation, with a control signal flat, not every such curve was filed as active; inconclusive means small, poorly fitted or top-dose-only effect, or effect the other way, or a change in a side signal; inactive means no such curve, though single readings can be large or run the other way; the % refers to the polarisation; further: potency means the concentration at half of the fitted maximal effect; % of control where 0% means no effect; many of its hits are not listed in these tables
# p53 reactivator – qHTS assay for re-activators of p53 using a Luc reporter | Potency, µM (series often up to 92.2 µM), without a hit: at the top dose activity change, positive = activation, hits mostly activators | 0.063% of 320,000 active | H1299 p53-A138V BP100-luciferase reporter, luminescence, 24 h; further: potency means the concentration at half of the fitted maximal effect; % of control where 0% means no effect; nearly all actives have a fitted effect of over 45% in size
#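 H1299 (p53-null), stable ts p53-A138V + BP100-Luc; 1000 cells/well, Opti-MEM/10% FBS; cpd 4 pt, 1:5; 24 h, 37 deg C, 5% CO2; detection reagent 10 min RT; luminescence.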
# ELG1 genotox – qHTS screen for small molecules that induce genotoxicity in human embryonic kidney (HEK293T) cells expressing luciferase-tagged ELG1 | 1.3% of 330,000 active | Potency, µM (doses to about 46 µM), without a hit: at the highest dose activity change, positive = activation, hits mostly activators | HEK293T ELG1-luciferase reporter, luminescence, 16 h; further: potency means the concentration at half of the fitted maximal effect; % of control where 0% means no effect; nearly all actives have a fitted effect of over 60% in size
#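 Quantitative HTS format in 1536-well plates. HEK293T ELG1-luciferase reporter cells receive test compound and are incubated 16 hr at 37 °C, 5% CO2; ONE-Glo added, 30 min room temperature, then luminescence read.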
# Rab9 promoter act – qHTS Assay for Rab9 Promoter Activators; Huh7 Rab9 promoter-luciferase reporter, luminescence, 24 h; Potency, µM (top dose mostly 9.22 µM), for the others: at the top dose activation, negative = inhibition, hits mostly activators; 2.8% of 320,000 active; AID 485297, 2010; further: potency means the concentration at half of the fitted maximal effect; % of control where 0% means no effect; nearly all actives have a fitted effect of over 60% in size
#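 Cells were plated at 1500 per well in reduced-serum medium with 10% FBS and left 2 h. Compound in DMSO was then added for 24 h at 37 °C. Reporter signal was read by luminescence after 10 min with luciferase detection reagent.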
# FLuc modulator – qHTS profiling assay for firefly luciferase inhibitor/activator using purifed enzyme and Km concentrations of substrates (counterscreen for miR-21 project); purified FLuc, Km substrates, luminescence inhibition; Potency, µM (titrated, usually from 57.5 µM), for the others: at the highest dose activity change, negative = inhibition, hits mostly inhibitors; 6.9% of 360,000 active; AID 588342, 2011;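 further: potency means the concentration at half of the fitted maximal effect; plate controls were vehicle for no effect and reference inhibitor for full effect; nearly all actives have a fitted effect of over 55% in size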
#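 Purified P. pyralis luciferase (10nM final) with 10uM D-luciferin and 10uM ATP (Km levels) in 50mM Tris acetate pH 7.5, 10mM Mg acetate, 0.01% Tween-20, 0.05% BSA; qHTS 6-point titration, ~60 µM downward; luminescence read.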
# PKM2 act – qHTS Assay for Activators of Human Muscle isoform 2 Pyruvate Kinase. 0.34% of 260,000 active. AID 1631, 2009. purified PKM2, Kinase-Glo ATP luminescence, activation; response scale: 0% is enzyme alone, no compound. Pyruvate kinase PKM (Homo sapiens), P14618. Potency, µM (titrated, usually from 57.5 µM), for inactives: top-dose activation, hits mostly activators; further: potency means the concentration at half of the fitted maximal effect; on the % scale 0 is the no-effect control and ±100 the full control effect; nearly all actives have a fitted effect of over 55% in size
# Target sequence (P14618 whole entry, looked up, canonical isoform): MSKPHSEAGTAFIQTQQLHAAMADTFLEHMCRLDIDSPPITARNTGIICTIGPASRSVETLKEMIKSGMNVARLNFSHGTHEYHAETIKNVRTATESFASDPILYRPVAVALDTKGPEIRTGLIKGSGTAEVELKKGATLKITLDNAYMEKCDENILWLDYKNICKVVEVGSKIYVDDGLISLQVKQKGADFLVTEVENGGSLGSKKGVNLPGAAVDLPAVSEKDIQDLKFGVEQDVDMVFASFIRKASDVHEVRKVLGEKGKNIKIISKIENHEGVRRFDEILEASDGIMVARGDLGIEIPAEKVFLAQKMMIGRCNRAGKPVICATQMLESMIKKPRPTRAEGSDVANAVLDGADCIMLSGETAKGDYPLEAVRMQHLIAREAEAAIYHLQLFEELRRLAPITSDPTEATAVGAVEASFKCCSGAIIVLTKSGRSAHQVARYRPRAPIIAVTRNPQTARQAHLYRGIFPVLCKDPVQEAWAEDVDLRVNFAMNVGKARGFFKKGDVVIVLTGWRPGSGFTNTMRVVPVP
#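 Kinase-Glo luminescence reports ATP generated from ADP (0.1 mM) and PEP (0.5 mM) by purified hPK-M2 after 1 h at room temperature, pH 7.2 imidazole buffer; intermediate enzyme activity allows detecting inhibitors and activators.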
# Giardia killer – Small Molecules that selectively kill Giardia lamblia: qHTS; Giardia lamblia trophozoite viability; 0.15% of 340,000 active; AID 540267, 2011; activity change, % at 7.66 µM, hits read low; in the data active means activity change below about -80%; inconclusive means between about -30% and that limit;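 further: parasites exposed to compound for two days anaerobically before the ATP read; on the % scale 0 is the no-effect control and ±100 the full control effect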
#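 Compounds were tested on trophozoites seeded at 100 cells/well and held 48 hrs at 37 deg C anaerobically. An ATP-based luminescent kit measured the remaining live cells.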
# RORgamma inh – qHTS for inhibitors of ROR gamma transcriptional activity. Nuclear receptor ROR-gamma (Mus musculus), P51450. Drosophila S2 Gal4-RORgamma UAS-luciferase reporter, 20 h. AID 2551, 2010. Potency, µM (top dose mostly 53.6 µM), for inactives: at the top dose activity change, negative = inhibition, hits mostly inhibitors. 5.4% of 310,000 active; further: potency means the concentration at half of the fitted maximal effect; on the % scale 0 is the no-effect control and ±100 the full control effect; nearly all actives have a fitted effect of over 60% in size
# Target sequence (P51450 whole entry, looked up, the tested form may be a part): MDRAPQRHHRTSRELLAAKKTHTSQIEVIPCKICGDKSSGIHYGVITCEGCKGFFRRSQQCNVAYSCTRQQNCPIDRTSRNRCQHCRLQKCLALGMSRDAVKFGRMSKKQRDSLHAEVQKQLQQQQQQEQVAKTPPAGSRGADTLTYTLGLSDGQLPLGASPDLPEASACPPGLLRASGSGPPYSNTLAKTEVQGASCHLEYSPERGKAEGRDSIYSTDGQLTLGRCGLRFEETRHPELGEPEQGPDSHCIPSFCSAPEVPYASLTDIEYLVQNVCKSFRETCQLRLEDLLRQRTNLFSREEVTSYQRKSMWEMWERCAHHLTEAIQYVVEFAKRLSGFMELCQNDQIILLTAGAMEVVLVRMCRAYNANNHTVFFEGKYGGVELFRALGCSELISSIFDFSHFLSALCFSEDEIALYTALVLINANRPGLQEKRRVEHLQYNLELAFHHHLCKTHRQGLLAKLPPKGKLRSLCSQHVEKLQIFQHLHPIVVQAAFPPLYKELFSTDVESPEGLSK
#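 Using a luciferase readout, inhibitors were identified by reduced reporter activity in Drosophila cells coexpressing a copper-inducible Gal4–ROR gamma fusion and UAS-driven Photinus luciferase, incubated 20 hr after 700 uM copper sulfate.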
# NPC1 promoter act – qHTS Assay for NPC1 Promoter Activators; Huh7 NPC1 promoter luciferase reporter, 24 h; 2.4% of 320,000 active; Potency, µM (titrated, usually from 9.22 µM), without a hit: top-dose activation, usual class: activators;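 further: potency means the concentration at half of the fitted maximal effect; % of control where 0% means no effect; nearly all actives have a fitted effect of over 60% in size; reporter is driven by a mutant NPC1 promoter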
#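 Huh7 reporter cells (NPC1 promoter driving luciferase) are dosed with compound for 24 h at 37 °C, 5% CO2; luciferase detection reagent is then added and luminescence measured after 10 min at ambient temperature.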
# * marks the source's active call; other numbers are inactive results; ? = inconclusive; nt = not tested or not shown; & = joins results of further samples; [ ] = another dose, or the depositor's remark. Unless noted, the call rests on the fitted dose curve; in most records, active means well fitted curve in the direction sought with a large enough effect; inconclusive means small, poorly fitted or top-dose-only effect, or another doubt; inactive means no such curve, though single readings can be large; an effect the other way counts as inactive or inconclusive. Some of the compounds tested; the hit share may differ from the screen's.
SMILES	VP16 counter	BRCA1 expr act	Menin-MLL TR inh	p53 reactivator	ELG1 genotox	Rab9 promoter act	FLuc modulator	PKM2 act	Giardia killer	RORgamma inh	NPC1 promoter act
CC(=O)c1ccc(OCC(C)C)c(CC(C(N)=O)C(N)=O)c1	-9.4%	-8.7%	-0.4%	1.4%	1.7%	1.6%	0.6%	-4.7%	-20.8	-0.3%	-0.9%
Cc1[nH][nH]c(=O)c1N=Nc1ccccc1Cl	-2.7%	89.5%	nt	4.1%	11.8%	16.4%	15.1µM*	11.4%	10.4	10.0%	8.7%
CC1CCc2c(sc3nc(CSc4ncn[nH]4)[nH]c(=O)c23)C1 (configuration not stated)	?	0.0%	6.6%	-17.9%	9.9%	17.8%	15.1µM*	23.7%	-16.0	-68.2%	11.6%
CCn1c(C)c(C)c2cc(C(=O)N3CCN(c4cccc(C)c4C)CC3)ccc21	1.6%	-18.0%	-24.2%	10.4%	-3.7%	1.4%	1.9%&1.9%	-5.2%	2.2	2.3%	-7.9%
COc1cc(NC(=O)c2ccc(C(C)(C)C)cc2)c(OC)cc1NC(=O)CN1CCCCC1	-3.6%	0.0%	-19.1%	0.3%	-4.9%	1.2%	?	0.8%	21.2	2.6%	-2.4%
COC(=O)Cn1c(CN2CCOCC2)nc2c1c(=O)[nH]c(=O)n2C	1.3%	33.7%	-11.0%	15.3%	-6.6%	-8.0%	0.5%	-10.0%	0.7	7.8%	3.2%
COc1ccc(S(=O)(=O)N2CCN(c3cc(-c4ccccc4)nc4ncnn34)CC2)cc1	?	-43.9%	-11.4%	1.7%	-13.4%	-5.4%	0.4%	10.7%	3.4	?	-2.2%
Cc1sc(NC(=O)C2=COCCO2)nc1-c1ccc(Cl)cc1	nt	-13.1%	nt	14.8%	1.4%	21.3%	-10.7%	nt	1.6	nt	4.6%
CN1CC[n+]2cnc3ccccc3c21	-13.7%	3.1%	4.9%	6.7%	-8.1%	-0.2%	-1.6%	-19.9%	7.7	1.5%	-1.3%
O=C1NCC(O)=C1C=NCCO	1.3%	-22.8%	11.4%	10.7%	-7.7%	-2.0%	1.7%	-11.5%	2.7	-18.2%	-0.7%
COc1cccc(-c2cc(C(=O)N3CCc4ccccc4C3)no2)c1	-2.8%[0.365 µM]	6.8%	10.3%	8.9%	?	-3.0%	?	1.8%	5.4	?	-2.0%
CCCC(=O)N1CCN(c2ccc([N+](=O)[O-])c(NC(C)c3ccccc3)c2)CC1 (configuration not stated)	-5.4%	-6.2%[1.84 µM]	-9.0%	-0.9%	-10.8%	-3.2%	0.1%	0.0%	4.3	41.3%	-0.8%
CC(=O)NCCC(=O)Nc1nc2ccc(Oc3ccccc3)cc2s1	-4.5%	93.8%	16.4%	?	3.66µM*	0.891µM*	6.75µM*	-0.4%	18.0	3.1%	1.41µM*
CC(C)OP(=O)(OC(C)C)C(Nc1ccc(C(=O)O)cc1)c1ccccc1 (configuration not stated)	3.5%	-3.7%	nt	-1.7%	-3.3%	1.4%	0.2%	-6.9%	-1.9	30.7%	-0.1%
O=C(CC(=O)N/N=C\c1cccc(Cl)c1Cl)NCc1ccccc1	-12.2%	-19.8%	-8.7%	-1.8%	-3.2%	-6.8%	0.0%	-0.9%	-10.0	?	-3.9%
COC(=O)c1cc(C(=O)Nc2cc(C)ccn2)cc([N+](=O)[O-])c1	-1.8%	17.5%	?	?	-2.0%	2.1%	?	-11.5%	-1.1	-1.3%	13.6%
OC(COc1c(F)cc(Br)cc1F)CN1CCOCC1 (configuration not stated)	-8.1%	9.2%	8.7%	10.9%	-0.4%	-3.2%	-0.2%	nt	6.1	-1.4%	-1.8%
CCOc1nc2cnccc2n(CC(=O)Nc2cccc(C)c2C)c1=O	-12.5%	8.8%	nt	5.4%	0.1%	-0.6%	0.3%	nt	-18.2	-10.5%	0.7%
COc1ccc(-c2ccc(=O)n(CC(=O)Nc3ccc4c(c3)OCCO4)n2)cc1	?	0.0%	21.9%	11.8%	0.6%	0.6%	-5.9%	-0.6%	4.4	11.2µM*	-1.9%
CC(=O)Nc1sc(C)c(C)c1C(=O)OCC(=O)N(CC(C)C)C1CCS(=O)(=O)C1 (configuration not stated)	-12.5%	-16.0%	-0.7%	-7.7%	-1.6%	-0.3%	1.1%	-1.7%	13.1	-19.3%	-2.6%
COc1ccc(N2CC(C(=O)NCc3nnnn3-c3ccc(C)c(C)c3)CC2=O)cc1 (configuration not stated)	-2.5%	0.0%	0.5%	-3.8%	4.6%	1.2%	1.0%&-0.5%	nt	-9.1	1.8%	-4.1%
N=c1occ(C(=O)c2cc(F)ccc2O)cc1C(=O)NC1CCCCC1	-8.7%	0.2%	16.5%	2.5%	0.8%	-1.1%	?	-2.2%	-25.8	?	4.0%
Nc1cc(=O)[nH]c(SCC(=O)Nc2ccc(Br)cc2)n1	-1.5%	7.1%	-27.2%	-7.8%	1.2%	7.5%	2.4%	-5.3%	-10.3	0.2%	-7.0%
COc1ccc(CCC(=O)NC2CCC(C)CC2)cc1 (configuration not stated)	-0.1%	1.1%	-7.2%	-10.0%	1.7%	-4.6%	-1.3%	-3.6%	-5.4	0.3%	-3.5%
Cc1cccc(OCC(=O)Nc2nnn(C)n2)c1C	4.7%	-0.2%	1.7%	13.7%	4.7%	-7.0%	2.0%	-3.0%	-9.2	1.5%	-1.0%
COc1ccc(CCNC(=O)C2CCCN(S(=O)(=O)c3ccc(F)cc3)C2)cc1OC (configuration not stated)	-6.0%	-2.5%	nt	-4.8%	-3.6%	1.4%	1.3%	0.6%	-14.3	7.0%	-2.2%
CCOc1ccccc1C(=O)NCC(=O)NCC(c1ccco1)N1CCCCC1 (configuration not stated)	nt	2.2%	nt	4.5%	0.0%	-2.1%	3.9%	nt	-29.4	nt	3.1%
COc1ccccc1NC(c1cccnc1)c1ccc2cccnc2c1O (configuration not stated)	?	8.8%	-5.7%	?	18.5%	-5.1%	-8.3%	3.1%	-19.6	11.2µM*	2.0%
CNC(=O)c1ccccc1NC(=O)c1cccc(S(=O)(=O)N2CCCCC2)c1	3.3%	-1.8%	24.5%	-7.6%	-6.9%	-6.6%	-0.5%	-3.4%	-0.4	18.5%	-3.4%
COc1ccccc1C(=O)OCC(=O)NCCNC(=O)COC(=O)c1ccccc1OC	10.1%	-2.7%	nt	0.8%	2.9%	0.0%	-0.7%	-5.3%	8.5	1.4%	-0.3%
COc1cc(-c2nc3n(n2)C(c2ccc(F)cc2)C2=C(CCCC2=O)N3)cc(OC)c1OC (configuration not stated)	11.1%	-39.8%	-18.3%	-20.1%	3.0%	-1.9%	6.4%	6.4%	7.4	21.7%	-3.1%
Cc1cc(C)n(CC(O)COc2ccccc2[N+](=O)[O-])n1 (configuration not stated)	-1.3%	51.0%	-2.7%	-8.0%	-2.8%	-1.2%	-15.1%	13.4%	17.1	?	6.5%
COc1ccc(Cn2nnc3c(=O)[nH]c(C4CCCN(C(=O)c5ccccc5)C4)nc32)cc1 (configuration not stated)	-5.7%	3.0%	-20.4%	-18.9%	0.0%	4.3%	0.3%	0.8%	4.4	?	-4.4%
COc1ccc(-n2nc(C(=O)NCC(=O)NCCN(C)C)c3ccccc3c2=O)cc1	3.0%	-7.6%	-27.8%	-5.5%	1.6%	1.4%	2.7%	nt	26.6	9.0%	-4.8%
O=C(NNC(=O)c1ccc[nH]1)Nc1cc(Cl)cc(Cl)c1	0.8%	0.2%	nt	-1.1%	-0.5%	0.4%	-11.8%	-3.0%	18.1	4.8%	-0.3%
CC(=O)NC(Cc1ccc(F)cc1)C(=O)O (configuration not stated)	-9.2%	0.8%	6.3%	1.1%	-0.1%	-1.3%	0.5%	1.0%	-14.2	4.8%	1.4%

# Assay outcomes as filed in PubChem.
